Assay outcomes from PubChem.
LMP1 NFkB inh = EBV LMP1-driven NF-kappaB luciferase reporter inhibitors, primary screen, cell-based, luminescence, single point; LMP1-induced NF-kappaB luciferase reporter cells; inhibition, % at 12.5 µM; 350,000 tested, 0.69% active; AID 504558, 2011; in the data active means inhibition above about 41%;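 further: 0% = neutral control wells and 100% = reference inhibitor control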
CF NFkB block = inhibitors of PAF-induced NF-kB signaling, primary screen, cell-based, GFP fluorescence, uHTS; KKLEB NF-kB-GFP reporter, GFP fluorescence overnight; inhibition, % at 5 µM; 360,000 tested, 0.86% active; AID 588850, 2011;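 active means at least 50% inhibition at 5 µM, scaled per plate between neutral and stimulator controls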;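 further: PAF is a Pseudomonas aeruginosa culture filtrate used as stimulus; plate controls were PAF-stimulated DMSO wells for no effect and unstimulated DMSO wells for full effect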
LRH-1 inv ag = LRH-1 (NR5A2) inverse agonists, primary screen, cell-based, luminescence, HEK293T, StAR-luciferase reporter; AID 602396, 2012; Nuclear receptor subfamily 5 group A member 2 (Homo sapiens), O00482; inhibition, % at 3.6 µM; LRH-1 transfected, 24 h; 360,000 tested, 0.13% active;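 active means inhibition above the mean inhibition of all tested compounds plus 3 SD, cut at about 73% in these data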;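 further: 0% = DMSO wells and 100% = reporter-only cells lacking LRH-1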
Target sequence (O00482 whole entry, looked up): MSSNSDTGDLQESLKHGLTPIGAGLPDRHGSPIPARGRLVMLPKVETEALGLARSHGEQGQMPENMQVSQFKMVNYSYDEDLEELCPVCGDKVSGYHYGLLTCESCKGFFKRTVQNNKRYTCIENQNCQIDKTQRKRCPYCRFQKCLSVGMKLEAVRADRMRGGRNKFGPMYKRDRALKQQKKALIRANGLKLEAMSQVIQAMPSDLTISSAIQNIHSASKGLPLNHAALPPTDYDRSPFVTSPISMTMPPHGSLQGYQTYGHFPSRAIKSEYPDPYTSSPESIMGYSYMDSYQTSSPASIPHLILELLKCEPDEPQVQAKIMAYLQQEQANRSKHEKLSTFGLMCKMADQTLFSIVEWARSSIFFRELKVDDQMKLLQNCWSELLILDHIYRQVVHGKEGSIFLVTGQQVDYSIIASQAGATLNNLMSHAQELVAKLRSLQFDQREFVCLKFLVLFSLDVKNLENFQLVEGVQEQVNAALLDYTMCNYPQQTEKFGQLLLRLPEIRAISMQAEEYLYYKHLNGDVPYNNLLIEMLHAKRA
KKLEB cytotox = cytotoxicity in KKLEB CF airway cells, primary screen, cytotoxicity control for CF NF-kB inhibitor project, cell-based, uHTS, fluorescence assay plates; 360,000 tested, 0.36% active; AID 602141, 2011; activity change (cytotoxicity), % at 5 µM; KKLEB CF airway cells viability, ATPlite luminescence, overnight; active compounds read low; cells stimulated with P. aeruginosa culture filtrate;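 active means corrected activity change at or below -50% at 5 µM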
NR2F2 inh = NR2F2 transcriptional activity inhibitors, primary screen, cell-based, luciferase reporter, HEK293T, luminescence; COUP transcription factor 2 (Homo sapiens), P24468; HEK293T NGFI-A luciferase reporter; inhibition, % at 8.6 µM; 370,000 tested, 0.7% active;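 active means inhibition above a per-plate cutoff, mean inhibition of test wells between control levels plus 3 SD, cut at about 38% in these data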;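 further: cells cotransfected with COUP-TFII expression vector driving the NGFI-A reporter; 0% = median of COUP-TF2 test wells and 100% = reporter-only cells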
Target sequence (P24468 whole entry, looked up): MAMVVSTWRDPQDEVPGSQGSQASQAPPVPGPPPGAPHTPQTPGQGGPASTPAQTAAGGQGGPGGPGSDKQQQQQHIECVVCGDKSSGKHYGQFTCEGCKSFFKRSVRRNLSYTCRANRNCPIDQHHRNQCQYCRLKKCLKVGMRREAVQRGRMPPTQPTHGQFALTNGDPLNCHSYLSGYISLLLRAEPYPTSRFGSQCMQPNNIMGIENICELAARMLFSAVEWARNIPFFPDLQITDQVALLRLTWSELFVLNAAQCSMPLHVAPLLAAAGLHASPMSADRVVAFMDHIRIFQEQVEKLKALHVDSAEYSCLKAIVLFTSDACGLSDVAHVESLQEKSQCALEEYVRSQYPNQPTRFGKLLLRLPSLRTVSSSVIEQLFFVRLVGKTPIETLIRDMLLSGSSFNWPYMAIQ
C8 TRAIL sens = viability loss with TRAIL in NB7+C8 cells, primary screen, TRAIL sensitizer project, cell-based, ATPlite luminescence; 360,000 tested, 1% active; inhibition (viability loss, TRAIL sensitization), % at 10 µM;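 active means compounds causing at least 50% loss of cell viability in the single-dose screen, relative to plate controls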
SRC1 inh = SRC1 coactivator transcriptional activity inhibitors, primary screen, cell-based, luminescence; HEK293 GAL4-SRC1 luciferase reporter; Nuclear receptor coactivator 1 (Homo sapiens), Q15788; inhibition, % at 3.6 µM; AID 588354, 2011; 360,000 tested, 0.12% active;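 active means inhibition above the campaign mean plus 3 SD, with each screening campaign given its own cutoff, cut at about 60% in these data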;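 further: 0% = DMSO treated cells and 100% = gossypol at 36 µM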
TWEAK Fn14 block = inhibitors of TWEAK-Fn14 signaling, primary screen, luciferase reporter cells, uHTS | TWEAK-stimulated Fn14 reporter cells, luciferase luminescence, 8 h | AID 1159606, 2016 | inhibition, % at 10 µM | 360,000 tested, 2% active; in the data active means inhibition above about 50%
TROY NFkB inh = inhibitors of TROY-driven NF-kB signaling, primary screen, Q293 LMP1-TROYcd cells, NF-kB luciferase, uHTS | 360,000 tested, 0.98% active | inhibition, % at 10 µM | AID 1347056, 2019 | Q293 LMP1-TROYcd NF-kB luciferase reporter, 4 h;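 active means compounds whose plate-normalised and pattern-corrected inhibition of the luciferase reporter signal at the single screening dose is 50% or more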
Shn3 3UTR inh = reduction of Shn3 3'UTR firefly luciferase signal, primary screen, Schnurri-3 inhibitor project, cell-based, Clone20 osteoblasts, set 2. inhibition, % at 12.5 µM. 360,000 tested, 0.52% active. Clone20 osteoblast Shn3 3'UTR firefly luciferase, 24 h;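 active means mean inhibition of at least 75% with every replicate also reaching 75%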;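 further: 0% = median of neutral control wells and 100% = pilot-screen positive control compound; some compounds past the cut are filed as inactive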
SRC3 inh = SRC3 coactivator transcriptional activity inhibitors, primary screen, cell-based, luminescence | HEK293 GAL4-SRC3 luciferase reporter | inhibition, % at 3.6 µM | 360,000 tested, 0.17% active | AID 588352, 2011;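 active means inhibition above a per-campaign cutoff, the mean of all compounds plus 3 SD, cut at about 60% in these data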;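 further: 0% = DMSO-treated cells and 100% = gossypol-treated cells at 36 µM; higher means less SRC3-driven luciferase light from the GAL4 reporter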
Active calls of the source: *; . = no result given. An excerpt (hit frequency here may not be typical).

compound	LMP1 NFkB inh	CF NFkB block	LRH-1 inv ag	KKLEB cytotox	NR2F2 inh	C8 TRAIL sens	SRC1 inh	TWEAK Fn14 block	TROY NFkB inh	Shn3 3UTR inh	SRC3 inh
CC(N=C1NS(=O)(=O)c2ccccc21)C(=O)NCc1ccncc1 (stereo not drawn)	-6	8	-6	4	2	-2	9	-1	3	1	0
Cc1c(C(=O)N2CCCCCC2)c(S(=O)(=O)Nc2ccccc2F)c(C)n1C	2	4	-4	-9	0	-6	13	-11	-11	-7	9
O=c1cc(CO)oc(C(Nc2ccccn2)c2cccc(F)c2)c1O (stereo not drawn)	2	-18	0	-2	5	3	4	3	-7	4	-26
CN(Cc1ccccc1)S(=O)(=O)c1cccs1	-1	33	-1	-10	2	25	-6	-1	-16	8	0
CCCCn1c(N)c(N(CC(C)C)C(=O)c2ccc(S(=O)(=O)N3CCCCC3)cc2)c(=O)[nH]c1=O	-1	-12	9	-2	-10	-10	-11	15	8	-8	-15
C#CCNC(=O)C1CCN(c2ccc(S(=O)(=O)N3CCOCC3)cc2Cl)CC1	7	4	3	7	0	-1	5	4	17	8	19
Nc1ccc(-n2cc(-c3ccccc3)[nH]c2=S)cc1	-10	-5	-12	7	-39	13	-21	2	-40	1	-35
COc1ccc(-c2cc3nc(C4CCN(C(=O)OC(C)(C)C)CC4)c(C(=O)O)cn3n2)cc1	6	12	22	10	3	-7	-10	-16	10	1	5
CCOC(=O)C1C(C(=O)OC)=C(c2ccc(F)cc2)c2ccccc2N1S(=O)(=O)C(F)(F)F (stereo not drawn)	8	16	-6	-3	-2	-7	-37	1	-3	17	14
CCOC(=O)C1C(c2ccc(OC)c(OC)c2)c2c([nH][nH]c2=O)CC1(C)O (stereo not drawn)	2	-14	-5	-5	5	32	-1	-44	19	-4	14
N#CCCn1cc(C(CC(=O)c2ccccc2)C(=O)O)c2ccccc21 (stereo not drawn)	-14	7	-7	-8	-15	-17	-1	-3	-18	-16	-13
CN1C(=O)C(CC(=O)NC2CCCCC2)N(C)C1=O (stereo not drawn)	-2	-10	-3	9	-6	1	-4	-5	-1	-7	13
Clc1cccc(CSc2nnc(-c3cccnc3)n2Cc2ccco2)c1	-10	4	-9	4	.	4	-17	-5	14	8	-18
Cc1csc(SCC(=O)Nc2ccc(C)c(S(=O)(=O)N(C)C)c2)n1	-5	-16	6	-8	6	1	-11	-5	0	14	9
CC1=C(C(=O)N(C(C)C)C(C)C)CC(CC(=O)NCCCN(C)C)C(=O)N1CCCN1CCCC1=O (stereo not drawn)	.	-9	9	-12	-10	3	-1	20	7	6	19
CCCCC(=O)c1c(O)c2ccccc2oc1=O	-12	-4	12	2	-26	-9	-26	16	8	-8	5
CCOC(=O)C1CCN(C(=O)c2ccc(Cl)c(Cl)c2)CC1	-2	8	-5	-12	12	4	-7	6	-4	17	-17
Cc1cccc(C2=N/C(=C/c3cccs3)C(=O)O2)c1	3	6	2	17	4	-4	-3	-18	3	-5	2
Cc1cccc(OCCCC(=O)Nc2nnc(C3CCCO3)s2)c1C (stereo not drawn)	5	15	-26	-3	-4	-5	-13	-12	-6	-13	18
Cc1c(NC(=O)C(C)Oc2cccc(F)c2)c(=O)n(-c2ccccc2)n1C (stereo not drawn)	-4	10	-1	6	-4	6	-10	14	0	4	7
CCOc1ccccc1/C=N/n1c(C2CCCCC2)n[nH]c1=S	0	0	11	-12	-8	-3	-8	-17	14	3	-8
COc1ccc(NC(=O)CN2C(=O)NC3(CCCC3)C2=O)cc1Cl	-4	-8	53	0	6	-21	-1	4	9	-33	-8
CN(C(=O)COC(=O)c1n[nH]c(=O)c2ccccc12)c1ccccc1	-2	9	2	1	13	-8	0	-7	-10	-11	0
Cc1ccc(C2OCC(C)([N+](=O)[O-])CO2)cc1 (stereo not drawn)	0	-4	2	11	-7	-18	7	7	6	2	-5
O=C(COC(=O)c1cccc(S(=O)(=O)N2CCCCC2)c1)NCc1ccccc1	3	-4	-4	7	-1	-9	-2	-6	3	1	5
CCCCC(=O)Nc1ccc(C2C(=O)c3ccccc3C2=O)cc1	26	11	-44	-7	4	48*	-37	-6	0	-9	-29
O=C1c2ccccc2C(c2nnnn2Cc2ccccc2)N1CCc1c[nH]c2ccccc12 (stereo not drawn)	.	.	-21	.	-23	9	.	10	-37	.	.
CCOC(=O)c1c(C)[nH]c(C(=O)OCc2ccc(C)cc2)c1C	-17	2	-34	-18	-22	-4	-35	-62	-49	-38	-5
CC1CCCCN1C(=O)c1cc2ccccc2cc1O (stereo not drawn)	.	1	-10	-10	0	3	13	5	-14	3	1
CC1CCc2nc(/C(C#N)=C/c3cccnc3)sc2C1 (stereo not drawn)	-64	-25	-181	-2	-34	31	-94	15	-26	-94	-97
CCNC(=O)NC(=O)C(C)OC(=O)c1cccnc1SC (stereo not drawn)	-3	-3	-9	10	16	-12	-3	-2	-8	4	-6
CC1=C(C(=O)Nc2ccc(C)cc2C)C(c2ccc(C)o2)NC(=O)N1 (stereo not drawn)	5	-10	2	-12	10	-2	1	6	-3	-30	-18
CC1CCCN(c2nc3c(c(=O)n(C)c(=O)n3C)n2CCSc2nc3ccccc3o2)C1 (stereo not drawn)	6	17	-41	-8	13	35	7	-5	14	2	1
Cc1ccc(/C=C2/NC(=O)N(Cc3ccccc3)C2=O)s1	2	-1	-7	-13	-9	-12	-2	0	-38	-44	-17
COCCN(Cc1ccccc1)C(=O)c1cc(-c2ccc(OC)c(OC)c2)nc2ccccc12	5	5	8	-2	3	15	-18	-24	-5	19	16
Cc1ccc(N(CC(=O)NC(C)(C)C)C(=O)CCC(=O)Nc2ccccn2)cc1	7	-29	4	-4	-11	-8	5	7	6	3	-9
CCOC(=O)C1CCCN(C(=O)c2cc3cc(F)ccc3[nH]2)C1 (stereo not drawn)	-9	-19	11	3	-1	-6	-8	-1	-19	-12	10
CSc1n[nH]c(NC(C)=O)n1	0	1	6	-2	4	3	-23	18	5	-12	19
Clc1ccc(C2=NN(c3ccccc3)C(c3ccco3)C2)cc1 (stereo not drawn)	-4	14	-9	-11	12	7	3	-37	-62	.	-9
Cc1ccc(C(=O)N(CC(=O)NC2CCCC2)c2ccccc2C)s1	-5	0	5	5	15	-4	-4	4	-5	-11	-8
CCC(C)C(NS(=O)(=O)c1ccc(C)cc1)C(=O)Oc1ccc2c3c(c(=O)oc2c1)CCC3 (stereo not drawn)	5	17	8	10	-5	-4	-9	1	11	-7	16
CC1(C)CC(=O)C(C=NCCc2ccccn2)=C(O)C1	-4	6	-11	1	23	-10	6	-13	-19	1	1
Cc1c(CCO)c(=O)[nH]n1S(=O)(=O)c1ccc(F)cc1	4	32	7	-20	7	-10	5	12	-4	5	13
C=CCC1NS(=O)(=O)OC2CCCC12 (stereo not drawn)	8	-10	-3	8	-17	24	-21	10	-15	-3	0
COc1ccc(OC)c(C(=O)N(C[C@H]2CC[C@@H]([C@@H]3CC[C@H](CO)O3)O2)C(C(=O)NC(C)(C)C)c2ccc(-c3ccccc3)cc2)c1 (stereo partly drawn)	6	15	12	-9	1	2	3	1	-13	1	-14
COc1ccc(C(O)c2ncc(-c3ccccc3C)[nH]2)cc1F (stereo not drawn)	.	-51	16	13	-9	-8	0	-27	-13	-31	-3
Cc1c(/C(O)=C2/C(=O)C(=O)N(CCN3CCOCC3)C2c2cccnc2)cnn1-c1ccccc1 (stereo not drawn)	-4	21	24	-4	-17	8	10	-4	8	1	5
c1ccc(CCCN2CCN(c3ccccc3)CC2)cc1	10	-1	9	0	-5	-5	14	-10	-19	8	-5
Cc1nn(Cc2ccc(Cl)c(Cl)c2)c(C)c1NC(=O)c1cc(CC(C)C)on1	13	-1	28	0	36	12	2	39	28	73	-8
CN1C(c2ccccc2)CC(=NO)CC1c1ccccc1 (stereo not drawn)	3	15	10	-3	-13	0	-16	-8	15	-9	16
Cc1cccc(C(=O)NCC(=O)N2CCN(S(=O)(=O)/C=C/c3ccccc3)CC2)c1	0	-11	-15	-1	-2	15	8	9	6	-14	26
COc1ccc(Cl)cc1C(=O)O/N=C(\N)c1ccccn1	-56	-2	-9	1	-4	14	-167	-12	-29	-70	-97

Copied from the list.
CCNC(=O)NC(=O)C(C)OC(=O)c1cccnc1SC (stereo not drawn) in LRH-1 inv ag reads -9
c1ccc(CCCN2CCN(c3ccccc3)CC2)cc1 in KKLEB cytotox reads 0
